MazF activator – activators of E. coli MazEF toxin-antitoxin RNase. P0AE70. FAM/BHQ RNA-DNA oligo cleavage fluorescence, 5 h. activation, % at 20 µM. hit rate 0.32% among 350,000. AID 504720; in the data active = activation above about 50%
Mtb UGM inh – Mtb UDP-galactopyranose mutase inhibition | P9WIQ1 | purified UGM, fluorescence polarization probe displacement | inhibition, % at 10 µM | hit rate 0.06% among 320,000 | AID 504406; in the data active = inhibition above about 10%, passing the limit was not always enough; inconclusive = no clear call, values can overlap the other calls
BoNT F protease – BoNT F light chain protease inhibition; Multiplex microsphere protease cleavage assay, flow cytometry; inhibition, % at 10 µM; hit rate 0.22% among 360,000; AID 588497; in the data active = inhibition above about 35%, passing the limit was not always enough; inconclusive = no clear call, values can overlap the other calls; also: plate controls were buffer without enzyme for full effect and enzyme alone for no effect
Mtb FBA inh – inhibitors of M. tuberculosis fructose-bisphosphate aldolase; purified M. tuberculosis FBA, fluorescence read-out; inhibition, % at 1 µM; hit rate 2.3% among 360,000; in the data active = inhibition above about 27%;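 also: 0% = vehicle and 100% = reference inhibitor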
Target sequence (P9WQA3 whole entry, looked up): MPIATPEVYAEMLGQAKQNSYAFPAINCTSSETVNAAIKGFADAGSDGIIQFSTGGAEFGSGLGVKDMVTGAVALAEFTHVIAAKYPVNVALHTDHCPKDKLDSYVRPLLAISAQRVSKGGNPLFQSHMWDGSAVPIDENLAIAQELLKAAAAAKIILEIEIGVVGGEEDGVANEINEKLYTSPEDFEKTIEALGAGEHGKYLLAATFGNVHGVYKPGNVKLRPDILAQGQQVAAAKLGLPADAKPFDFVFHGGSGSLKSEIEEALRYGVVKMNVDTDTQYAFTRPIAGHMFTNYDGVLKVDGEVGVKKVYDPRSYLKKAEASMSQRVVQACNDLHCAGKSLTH
Rv3671c protease – inhibitors of M. tuberculosis serine protease Rv3671c; P9WHR9; inhibition, % at 5.96 µM; hit rate 0.048% among 320,000; in the data active = inhibition above about 38%;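 also: extracellular domain of Rv3671c used as enzyme; 0% = enzyme with DMSO and 100% = no enzyme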
Target sequence (P9WHR9 whole entry, looked up, the tested form may be a part): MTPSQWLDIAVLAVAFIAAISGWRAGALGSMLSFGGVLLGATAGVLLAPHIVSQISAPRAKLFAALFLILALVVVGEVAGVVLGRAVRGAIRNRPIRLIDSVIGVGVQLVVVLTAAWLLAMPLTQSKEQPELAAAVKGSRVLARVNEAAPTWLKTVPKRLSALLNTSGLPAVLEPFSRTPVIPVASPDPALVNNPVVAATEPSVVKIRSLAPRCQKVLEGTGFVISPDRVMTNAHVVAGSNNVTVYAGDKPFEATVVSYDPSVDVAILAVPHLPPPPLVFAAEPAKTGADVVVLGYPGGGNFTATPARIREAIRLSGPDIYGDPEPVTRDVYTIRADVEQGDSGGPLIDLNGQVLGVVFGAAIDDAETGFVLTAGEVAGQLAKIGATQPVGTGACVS
CCHF vOTU inh – blocks the CCHF virus ovarian tumor domain protease; CCHFV vOTU protease, Pep-AMC fluorescence; inhibition, % at 11.5 µM; hit rate 0.55% among 370,000; AID 651958; also: 0% = vehicle wells with enzyme and 100% = no enzyme wells
FadD28 binding – M. tuberculosis FadD28 bisubstrate binding inhibition; FadD28 bisubstrate probe binding, fluorescence polarization; inhibition, % at 12.5 µM; hit rate 0.22% among 360,000; AID 588549; in the data active = inhibition above about 8.5%, passing the limit was not always enough; inconclusive = no clear call, values can overlap the other calls
DUSP3 inh – inhibitors of human VHR1 phosphatase (DUSP3); P51452; recombinant VHR phosphatase, pNPP absorbance; inhibition, % at 13.3 µM; hit rate 0.52% among 290,000; AID 1654; in the data active = inhibition above about 50%; also: some compounds called inactive have numbers as strong as hits
Target sequence (P51452 whole entry, looked up): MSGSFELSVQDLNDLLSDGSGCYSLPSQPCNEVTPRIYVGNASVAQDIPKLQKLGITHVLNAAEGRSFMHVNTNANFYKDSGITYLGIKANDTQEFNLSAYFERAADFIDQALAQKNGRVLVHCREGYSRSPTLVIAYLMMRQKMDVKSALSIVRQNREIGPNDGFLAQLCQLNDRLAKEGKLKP
BioA inh – blocks M. tuberculosis BioA enzyme activity | hit rate 0.096% among 360,000 | inhibition, % at 9.99 µM | purified M. tuberculosis BioA enzyme, plate reader; in the data active = inhibition above about 40%; inconclusive = no clear call, values can overlap the other calls
GDH-TPI counter – GDH-TPI coupled enzyme inhibition counter-screen | GDH-TPI coupled enzyme counterscreen, NADH absorbance | inhibition, % at 4.8 µM | hit rate 1.2% among 360,000 | AID 588335;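 also: 0% = DMSO wells and 100% = wells lacking the enzyme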
* marks the source's active call; other numbers are inactive results; ? = inconclusive; · = not tested or not shown; + = active, no number; & = joins results of further samples. Rule as the data show it, unless noted: active = inhibition above about 30%; inactive = the rest.

SMILES	MazF activator	Mtb UGM inh	BoNT F protease	Mtb FBA inh	Rv3671c protease	CCHF vOTU inh	FadD28 binding	DUSP3 inh	BioA inh	GDH-TPI counter
O=C(COC(=O)CSc1ccc(Br)cc1)NCc1ccco1	1	0.5	-9	-2	-2	-19	-4.2	·	-0.4	-2
O=C(CO/N=C/c1ccc(OC(F)F)cc1)NC1CCCCCC1	3	0.1	-3	0	-5	7	0.1	-4	·	4
Cn1c(NNC(=O)/C=C/c2ccc3c(c2)OCO3)cc(=O)n(C)c1=O	3	0.4	11	10	-24	-15	-1.4	21	-4.0	39*
CCCc1cnc(N2CCN(C(=S)NC)CC2)nc1	-1	-1.6	?	-1	6	-5	0.8	36	·	5
COc1ccc(-c2cc(C(F)(F)F)n3nc(N)nc3n2)cc1	-6	2.4	-1	+	-5	·	-0.9	19	·	20
C[C@H](CO)N1C[C@H](C)[C@@H](CN(C)C(=O)Nc2ccc3c(c2)OCO3)Oc2ccc(NS(=O)(=O)c3cn(C)cn3)cc2C1=O	6	-3.6	-4	-1	8	-5	-3.1	·	-0.6&0.5	3
Cc1ccc(-c2csc(=Nc3cccnc3)n2CCCN2CCCC2=O)cc1C	2	0.1	-3	0	-10	11	0.1	3	·	1
Cc1ccc(NC(=S)Nc2cc(C)on2)cc1	9	-0.6	·	0	2	-6	-4.5	-7	0.2	-9
COc1ccccc1C(=O)NCC(=O)NCC1(N2CCCCC2)CCCCC1	-3	-1.7	-4	-2	-3	-3	-0.9	·	0.6	16
O=C(COC(=O)/C=C/c1ccc(Br)o1)NC1CCCCC1	-2	-2.1	-2	-1	2	12	-0.3	·	-0.4	11
O=C(O)c1nccnc1C(=O)Nc1ccc(Cl)cn1	4	-1.4	6	1	-2	-6	-0.6	10	-1.7	5
CSc1nc2ccc(S(=O)(=O)N3CCCCC3)cc2s1	-2	-1.6	-2	1	-5	-5	1.3	6	-2.4	12
Cc1ccccc1C(=NCCCN(C)C)c1ccccc1C	0	3.4	-4	-1	-2	-8	-4.6	-4	1.2	-2
COc1ccc(Cl)cc1S(=O)(=O)n1ccnc1C(C)C	9	-0.5	-7	1	-11	·	-3.0	4	-0.3	-13
Cc1ccc(N(C(=O)CNC(=O)c2ccco2)C(C(=O)NC2CCCC2)c2cccnc2)cc1F (stereo not given)	0	0.0	3	-3	0	9	·	14	-0.3	17
Cc1nc(Nc2ccc(Cl)cc2)c2oc3ccccc3c2n1	33	-0.1	?	8	5	-15	-4.6	-5	·	15
Nc1nnc(Cc2cccc(Br)c2)s1	3	1.4	?	-2	4	1	-3.0	9	-0.6	-10
O=C(c1ccc(Br)s1)N1CCN(Cc2ccc3c(c2)OCO3)CC1	-7	-3.4	-2	0	-1	-4	-5.1	19	59*	3
CN1CCN(c2ccc(NC(=O)c3ccc(-c4ccc(Cl)cc4)o3)cc2)CC1	7	0.3	-18	2	36	-3	-2.6	-5	0.1	16
Fc1ccc(-c2nc3ccc(Br)cn3c2Cc2cccc(F)c2)cc1	·	·	11	-2	·	14	-0.9	·	-0.9	·
CCOc1ccc(CCNC(=O)c2ccc3c(=O)n4c(nc3c2)CCCCC4)cc1	1	-0.4	4	0	-18	11	-1.6	-26	-1.4	12
CCc1cccc2c(C#N)cn(CC(=O)NCc3ccco3)c12	0	-1.5	-43	7	8	1	1.2	2	-2.3	9
COc1ccc(C(=O)N[C@H](C(=O)Nc2cccc(S(=O)(=O)N3CCOCC3)c2)C(C)C)cc1	-1	·	-4	1	·	-8	-1.2	·	-2.1	9
CC1=C(C(=O)N2CCOCC2)CC(CC(=O)NCc2ccco2)C(=O)N1Cc1ccc(F)cc1 (stereo not given)	0	·	-3	-3	·	9	-3.2	·	-3.4	0
CCOC(=O)/C=C/[C@H]1CCc2cccc(C)c2O1	3	1.3	-13	0	-6	-1	-0.2	·	-1.3	5
O=c1[nH]c(O)c(N=Nc2cc(C(F)(F)F)ccc2Cl)c(=O)[nH]1	2	1.3	1	-1	5	14	2.8	22	·	15
COc1cc(C2C(C#N)=C(N)OC3=C2C(=O)CCC3)cc2c1OCO2 (stereo not given)	1	1.1	-26	0	1	-12	0.0	2	-0.8	11
Cn1c(=O)c2cc(S(=O)(=O)Nc3ccc4c(c3)OCO4)ccc2n(C)c1=O	0	0.4	4	3	-6	-1	-1.3	2	-0.4	9
O=C(O)CCn1ccc2cc(S(=O)(=O)N3CCCCCC3)ccc21	-16	3.3	-6	-3	-17	-13	-2.6	-14	0.6	11
COc1ccc2ccccc2c1CNCCCN1CCOCC1	1	4.2	-8	-1	24	3	-4.1	9	·	-3
Cc1ccc(C)c(Cn2c(=O)c3c(nc4n3CCN4Cc3ccco3)n(C)c2=O)c1	1	0.9	3	-2	6	-5	1.4	9	-0.7	5
O=C(NC1CCCCCC1)C1CCN(S(=O)(=O)c2cccc3cccnc23)CC1	1	0.9	-12	1	-5	-1	-1.0	17	-0.7	5
CCCNC(=O)c1cc(C2CCCCN2C(=O)OCCF)on1 (stereo not given)	·	·	-2	0	·	0	-2.1	·	-1.7	0
Cc1ccc(-c2csc(NC(=O)c3cccc(N4C(=O)CCC4=O)c3)n2)o1	5	?	-13	-1	-4	·	-0.5	12	-0.2	-5
CCOC(=O)c1ccc(S(=O)(=O)N2CCN(c3ccccn3)CC2)cc1	-17	-1.4	-4	1	0	21	1.4	14	-2.9	9
NC(=O)Nn1c(CCC(=O)O)ccc1-c1ccc(Br)cc1	3	-2.0	-1	1	-5	6	-1.1	23	-0.3	12
CCc1cc(-c2cnnn2Cc2ccc3ccccc3c2)ccc1-c1cn(CC(C)C)nn1	-7	·	-10	-3	·	7	-1.9	·	-0.3	3
CC1=C(C)CC2(C(=O)NC(=S)NC2=O)C(C)C1 (stereo not given)	8	·	-6	-1	·	0	-2.7	·	·	-4
CC(C)c1ccc(OCc2nc(-c3ccccn3)no2)c(Br)c1	-12	-1.9	-11	4	-2	0	1.4	17	-2.5	8
Cc1cccc(NC(=O)CSc2nc3nc4c(cc3c(=O)n2-c2ccccc2)CCCC4)c1	-14	-1.4	3	0	-53	7	0.6	6	-0.8	10
COc1cccc(NC(=O)c2ccccc2)c1	9	-1.0	-2	2	2	-5	-2.5	·	-0.4	-9
O=P(CCC(F)(F)F)(CCC(F)(F)F)CCC(F)(F)F	3	-1.3	-2	0	1	15	2.4	-2	-0.9	0
Cc1ccccc1CC1(CO)CCCN(C(=O)Cc2c(F)ccc(F)c2F)C1 (stereo not given)	-17	-0.1	?	-1	·	6	-1.6	16	0.7	4
Cn1nnnc1SCC(=O)Nc1c(Cl)cccc1Cl	6	-1.8	8	2	2	5	-1.4	27	-1.3	-4
O=C(C1=CC=CN2CCS(=O)(=O)N=C12)N1CCN(c2cccc(Cl)c2)CC1	3	2.6	2	-1	1	-5	-4.7	·	-0.5	13
COc1ccc(-c2coc3cc(OC)cc(O)c3c2=O)cc1	-3	-1.4	15	6	2	11	-2.2	35	-1.8	18
O=C(O)c1cccc(NN=C2c3ccccc3-c3ccccc32)c1	15	·	-5	-5	·	29	13*	5	·	6
Cc1noc(/C=C/c2ccco2)c1S(=O)(=O)N1CCC(C(=O)Nc2ccc(Cl)cn2)CC1	2	-3.6	-3	2	-10	3	-1.5	8	-4.1	23
O=C(Nc1ccc(-c2noc(-c3cccs3)n2)cc1)c1cccnc1	10	0.0	7	-7	-46	2	-5.6	9	·	-7
O=C(c1ccccc1)N1N=C(C(F)(F)F)CC1(O)c1ccc(F)cc1 (stereo not given)	-9	0.1	-1	-1	-14	5	-1.1	-40	-0.6	2
COc1ccccc1CN(CC(=O)NCc1ccco1)C(=O)CNS(=O)(=O)c1ccc(C)cc1	-2	-0.7	-25	8	-1	5	-1.4	-8	-0.4	4
COc1cccc(CN(C)C(=O)c2ccc3c(=O)n4c(nc3c2)CCC4)c1OC	-1	-0.1	-2	-3	9	-5	-5.9	10	-1.0	-4
CCc1cc(=O)oc2cc(C)cc(OCC(=O)NCc3ccccn3)c12	5	-1.5	-2	84*	4	-20	-4.3	24	0.6	0
COc1cccc(CC(NC(C)=O)C(=O)NC2CCN(c3c(Cc4ccccc4)c(C)nc4ncnn34)CC2)c1 (stereo not given)	-2	4.9	2	-6	-3	-7	-4.4	-14	-0.2	7
Cc1ccc(CNC(=O)CN2C(=O)NC(C)(c3cccc(Br)c3)C2=O)cc1 (stereo not given)	-5	-3.0	-6	1	2	1	-1.5	2	0.4	-3
O=C(CC1SC(N2CCCC2)=NC1=O)Nc1ccc(C(=O)NCCOc2ccccc2F)cc1 (stereo not given)	-1	·	7	2	·	-6	-3.4	·	·	2
CC(C)c1c(C(=O)N/N=C/c2ccc(C(F)(F)F)cc2)nnn1-c1nonc1N	-9	4.1	-4	5	-49	6	-3.9	7	2.4	12
O=[N+]([O-])c1cc(/C=N/N2CCCCC2)ccc1Cl	10	-1.2	-10	-2	0	-1	0.4	2	·	6
COc1ccc(C(=O)N2CCC2(C)C(=O)NC(C)C)c(OC)c1 (stereo not given)	·	·	0	3	·	-6	-0.3	·	-1.1	-5
O=C(Oc1c(-c2ccccc2)c(=O)n2c3c(cccc13)CC2)c1ccco1	12	-4.6	?	2	22	-6	-0.7	35	12	8

(cont.)
SMILES	MazF activator	Mtb UGM inh	BoNT F protease	Mtb FBA inh	Rv3671c protease	CCHF vOTU inh	FadD28 binding	DUSP3 inh	BioA inh	GDH-TPI counter
COc1ccc(S(=O)(=O)N2CCCC(C(=O)NC3CC3)C2)cc1OC (stereo not given)	7	0.4	-4	-2	4	-4	-2.6	·	·	-5
CCOCCCNC(=S)N1CCN(CC)CC1	1	0.9	0	1	-4	11	-3.5	23	·	-11
Cc1ccc(S(=O)(=O)NCCCN2CCOCC2)c(C)c1	-1	0.4	7	0	5	-9	-2.6	-10	-0.4	5
Cc1cc(C(=O)CSc2nnc(N)s2)c(C)n1-c1c(C)n(C)n(-c2ccccc2)c1=O	1	0.8	13	2	3	11	-0.8	12	0.9	10
C=COCCNC(=S)Nc1cccc(Cl)c1	7	1.6	-6	-6	-5	3	-3.9	0	·	0
CCC(C(=O)NC1CCCC1)N(C(=O)c1snc(C(N)=O)c1N)c1ccc(OC)cc1 (stereo not given)	0	2.2	-12	0	2	8	-0.7	25	-2.0	4
CCCCn1c(N)c(N(CC(C)C)C(=O)C2CCCN(C(=O)c3ccc(Cl)cc3)C2)c(=O)[nH]c1=O (stereo not given)	-13	-2.8	-1	4	-1	-6	-0.9	·	0.6	4
CCc1cc(C(=O)Nc2cc(S(=O)(=O)N(C)C)ccc2C)sc1C	5	-2.7	-2	-1	10	18	-3.3	5	·	8
COc1ccc(Cn2ccnc2SCC(=O)Nc2ccccc2OC)cc1	1	7.4	11	0	-1	-2	-0.9	11	-0.2	1
NC(=O)COc1ccc(NS(=O)(=O)Cc2ccccc2)cc1	-5	-0.2	0	1	1	-10	-3.0	11	2.5	3
COc1ccc2ccn(S(=O)(=O)c3ccccc3)c2c1	-2	-0.4	?	-1	0	7	-1.6	14	-0.5	2
O=C(CCS(=O)(=O)c1ccc(Br)cc1)N1CCN(c2ccc(Cl)cc2)CC1	-2	1.8	-1	1	-7	-8	-2.1	6	-8.0	-1

Screening data as filed in PubChem BioAssay.
